# IMPase Li inh = IMPase inhibition in cells with lithium potentiation. 210,000 compounds, 0.35% hits. Potency, µM (doses to about 59.4 µM), for the others: top-dose activity, negative = IMPase inhibition, actives largely listed as inhibitors. CHO-M1 cells, IP1 TR-FRET (IP-One), carbachol + lithium;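 further: IP1 builds up when IMPase is blocked and the TR-FRET signal falls; potency means the concentration at half of the fitted maximal effect; plate controls were basal vehicle for no effect and high inhibitor control for full effect; nearly all actives have a fitted effect of over 50% in size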
#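 Test compounds were applied to CHO-M1 cells previously cultured for 16–30 h at 2000 per well. A small lithium amount accompanied them; after 30 min at 37C, IP1 was quantified by TR-FRET.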
# CBFb-RUNX1 inh = CBF-beta/RUNX1 interaction disruption | 230,000 tested, under 10 active | Q01196+Q13951 | AID 1477 | Potency, µM (doses to about 59.8 µM), for the others: at the highest dose activity, negative = inhibition, actives largely listed as inhibitors | AlphaScreen CBFb-His/RUNX1-biotin binding, biochemical; further: % of control where 0% means no effect
# Target sequence (Q01196 whole entry, looked up): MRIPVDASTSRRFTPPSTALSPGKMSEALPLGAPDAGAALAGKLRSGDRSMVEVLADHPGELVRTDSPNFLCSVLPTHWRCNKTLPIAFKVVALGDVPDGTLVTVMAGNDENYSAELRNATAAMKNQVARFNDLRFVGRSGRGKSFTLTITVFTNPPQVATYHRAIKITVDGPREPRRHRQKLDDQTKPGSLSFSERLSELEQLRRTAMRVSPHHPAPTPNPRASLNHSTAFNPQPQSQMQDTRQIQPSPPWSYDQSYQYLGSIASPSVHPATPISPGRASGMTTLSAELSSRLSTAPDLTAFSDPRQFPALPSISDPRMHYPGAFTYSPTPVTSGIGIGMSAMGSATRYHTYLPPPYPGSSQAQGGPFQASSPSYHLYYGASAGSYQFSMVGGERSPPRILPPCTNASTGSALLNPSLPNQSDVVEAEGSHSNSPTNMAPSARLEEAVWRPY
# Target sequence (Q13951 whole entry, looked up): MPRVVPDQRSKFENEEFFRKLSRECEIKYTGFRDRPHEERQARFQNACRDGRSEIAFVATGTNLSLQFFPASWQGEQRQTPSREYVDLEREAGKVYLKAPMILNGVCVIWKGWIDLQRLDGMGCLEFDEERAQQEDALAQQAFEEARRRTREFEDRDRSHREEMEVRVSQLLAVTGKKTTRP
#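 Compounds were screened at multiple concentrations against a preformed CBF-beta(His)/RUNX1(biotin) complex (30 nM of each) for 15 min at room temperature, followed by 90 min with nickel and streptavidin beads and AlphaScreen reading.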
# Lamin A splicing = changes lamin A minigene splicing in HeLa cells; 200,000 compounds, 0.01% hits; HeLa LMNA splicing GFP/RFP minigene ratio, 48 h; Potency, µM (series often up to 46.1 µM), without a hit: at the top dose ratio change, negative = inhibition, most hits filed as inhibitors; active means well fitted inhibition curve with a large enough effect in the signal ratio, with a control signal flat, not every such curve was filed as active; inconclusive means small, poorly fitted or top-dose-only effect, or effect the other way, or a change in a side signal; the % refers to the signal ratio; further: potency means the concentration at half of the fitted maximal effect; on the % scale 0 is the no-effect control and ±100 the full control effect
#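 S3 HeLa cells stably expressing lamin A-EGFP splicing minigene plus DsRed2, 600 cells/well, 48 h compound exposure at 37C. Laser-scanning cytometry; analysed as GFP (500-530 nm)/RFP (575-640 nm) total intensity ratio; 0.5% DMSO vehicle.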
# KinaseGlo FLuc = Kinase-Glo luciferase inhibition (counter-screen) | 200,000 compounds, 0.28% hits | Q27757 | Potency, µM (series often up to 38.3 µM), for inactives: at the top dose activity change, negative = inhibition, actives largely listed as inhibitors | Kinase-Glo luciferase, ATP luminescence, 8 min; further: potency means the concentration at half of the fitted maximal effect; on the % scale 0 is the no-effect control and ±100 the full control effect; nearly all actives have a fitted effect of over 60% in size
#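 Light output from Kinase-Glo luciferase with luciferin and 10 uM ATP in 50 mM imidazole pH 7.2, KCl, MgCl2, Tween 20, BSA; compound pin-delivered, 8-min ambient incubation, then luminescence read.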
# HTT aggregate = mutant huntingtin aggregation inhibition; Potency, µM (series often up to 46.1 µM), without a hit: at the top dose activity change, negative = inhibition, usual class: inhibitors; PC12 HttQ103-GFP aggregates, Acumen cytometry, 40 h; 220,000 compounds, 1.1% hits; further: potency means the concentration at half of the fitted maximal effect; on the % scale 0 is the no-effect control and ±100 the full control effect; nearly all actives have a fitted effect of over 60% in size
#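 PC12 cells with ecdysone-inducible HTT exon1 Q103-GFP, induced by 100 nM tebufenozide, given compounds in a concentration series. GFP aggregates (1–25 um, 6 SD above background) counted in lysates by laser-scanning cytometry, 488 nm excitation.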
# SMN2 splice enh = SMN2 splice variant enhancement | Potency, µM (series often up to 46.1 µM), for the others: at the top dose activity change, positive = activation, hits mostly activators | HEK293 SMN2-luciferase splicing reporter, luminescence, 30-36 h | 210,000 compounds, 2.8% hits | AID 1458; further: potency means the concentration at half of the fitted maximal effect; % of control where 0% means no effect; nearly all actives have a fitted effect of over 55% in size
#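 qHTS luciferase splicing reporter: luminescence rises when SMN2 exon 7 is included in transfected HEK293 cells. Compound exposure lasted 30-36 h at 37C, with 4.5 mM final sodium butyrate as control, followed by a ONE-Glo read.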
# HTT cytoprotect = Huntington cell model cytoprotection by ATP luminescence; PC12 HTT-Q103 induced, cytoprotection, ATP luminescence, 40 h; Potency, µM (doses to about 56.4 µM), inactives show cytoprotection (ATP increase), hits mostly activators; 230,000 compounds, 0.14% hits; AID 1471;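 further: potency means the concentration at half of the fitted maximal effect; % of control where 0% means no effect; nearly all actives have a fitted effect of over 45% in size; toxic huntingtin expression switched on by the ecdysone agonist tebufenozide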
#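 Compounds added alongside 100 nM tebufenozide, which induces toxic Q103 huntingtin exon 1-GFP in stable PC12 cells; surviving cells quantified by luminescent ATP measurement. Medium: phenol red-free DMEM, 5% equine and 5% calf serum.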
# * hit, by the source's call; ? = inconclusive; . = not tested or not shown; [ ] = remark or other dose. Unless noted, the call rests on the fitted dose curve; in most records, active means well fitted curve in the direction sought with a large enough effect; inconclusive means small, poorly fitted or top-dose-only effect, or another doubt; inactive means no such curve, though single readings can be large; an effect the other way counts as inactive or inconclusive. The order is random; 4% or so of the library scored in one or more.
SMILES,IMPase Li inh,CBFb-RUNX1 inh,Lamin A splicing,KinaseGlo FLuc,HTT aggregate,SMN2 splice enh,HTT cytoprotect
Cc1cccc(C)c1NC(=O)CN(c1ccccn1)S(=O)(=O)c1ccc(F)cc1,5%,26%,-14%[46 µM],-2%,7%,-8%,-47%[inhibitor]
CC1(C)Cc2c(sc3c2C(=O)N(c2ccccc2)C2=NCCCN23)CO1,-11%[38.3 µM],8%,1%,-7%,20%,5%,12%
COc1ccccc1C1(CCNS(=O)(=O)c2ccc(C)cc2)CCOC(C(C)C)C1 (centres undefined),11%,14%,?,-2%,?,-11%,34%[10 µM]
O=C(CN1C2CCC1CC(NC(=O)NC1CCCCC1)C2)NC1CC1 (centres undefined),-2%[38.3 µM],13%,4%,-4%,4%,-3%,-13%
COc1ccc(CCCC(=O)NC2CCCCC2C)c(C)c1 (centres undefined),-6%[38.3 µM],7%,16%,1%,-14%,7%,7%
CCNc1nc(NCC)n2c(SCC(=O)c3ccccc3F)nnc2n1,15%,-23%,?,2%,-8%,-20%,23%[10 µM]
CCCCNC(=S)NNC(=O)c1nn(C)c(C)c1Cl,13%,10%,0%,9%,-11%,-11%,-13%[1.9 µM]
O=C(CSc1ncccn1)NCc1ccccc1Cl,5%,5%,-7%,-3%,13%,13µM*,-8%[10 µM]
Cc1ccc(NC(=O)C(=O)NCCOc2ccccc2Cl)cc1,12%,2%,4%,5%,-1%,7%,-3%[0.074 µM]
COc1ccc2c(c1)c1nc3n(c(=O)c1n2CC(=O)Nc1cc(C)[nH]n1)CCS3,-21%,?,.,3%,?,?,.
Clc1ccccc1-c1nnc(-c2cccs2)o1,3%,25%,-15%[46 µM],-25%,2%,11µM*,-28%
CC1CCN(C(=O)CCCNC(=O)Cn2cnc3sc4c(c3c2=O)CCCC4)CC1,19%[38.3 µM],1%,1%,1%,-13%,17%,-9%
O=C(c1ccc(CNS(=O)(=O)c2cccc(Cl)c2)cc1)N1CCCC1,6%,1%,5%[46 µM],-1%,13%,-37%,4%
CC(c1ccco1)N(C(=O)C12CC3CC(CC(C3)C1)C2)c1ccccn1 (centres undefined),-12%[38.3 µM],-5%,6%,-3%,-9%,-11%,-24%[10 µM]
O=C(Nc1ccc2c(c1)OCO2)C1CC(c2ccc(Cl)cc2)=NO1 (centres undefined),-7%[38.3 µM],4%,4%,2%,-6%,-7%,-11%
CCOc1nc(-c2ccccc2Cl)ccc1C#N,5%,?,0%,4%,-6%,4%,4%[10 µM]
Cc1cc(NC(=O)c2cccc(N3C(=O)CCC3=O)c2)no1,.,1%,?,.,9%,.,-23%
Cc1ccc(C(=O)Nc2nnc(CC(=O)N/N=C/c3ccncc3)s2)cc1,5%,-13%,16%[46 µM],1%,5%,6%,-74%[inhibitor]
Cc1nn(-c2ccccc2)c(Cl)c1C(=O)NCc1cccs1,7%,-20%,-8%,-1%,19%,19%,-4%[10 µM]
CC(C)(C)c1ccc(OC(=O)c2ccc3snnc3c2)cc1,-2%,3%,?,3%,-15%,-10%,-15%[10 µM]
CCCCOC(=O)c1ccc(Nc2ccc([N+](=O)[O-])cn2)cc1,-5%,-3%,0%,-4%,4%,12%[1.84 µM],-7%[10 µM]
COc1ccc2o/c(=N/NC(=O)c3cccs3)c(C(N)=O)cc2c1,18%,-9%,.,-3%,-4%,14µM*,-54%[inhibitor]
O=C(NNC(=O)c1ccncc1)Nc1ccc([N+](=O)[O-])cc1,11%,-1%,.,-2%,-5%,7%,-2%[10 µM]
O=C(CSc1cc([N+](=O)[O-])cc(S(=O)(=O)Cc2ccccc2)c1)NC1CC1,3%,-5%,7%,-3%,-4%,2%,.
COc1ccccc1OCCC(=O)OCC(=O)NC(C)c1ccccc1 (centres undefined),-1%,-7%,-10%,0%,9%,9%,21%[10 µM]

# Reprinted from the listing for reference:
SMILES,IMPase Li inh,CBFb-RUNX1 inh,Lamin A splicing,KinaseGlo FLuc,HTT aggregate,SMN2 splice enh,HTT cytoprotect
Cc1ccc(C(=O)Nc2nnc(CC(=O)N/N=C/c3ccncc3)s2)cc1,5%,-13%,16%[46 µM],1%,5%,6%,-74%[inhibitor]
Cc1nn(-c2ccccc2)c(Cl)c1C(=O)NCc1cccs1,7%,-20%,-8%,-1%,19%,19%,-4%[10 µM]
CC(C)(C)c1ccc(OC(=O)c2ccc3snnc3c2)cc1,-2%,3%,?,3%,-15%,-10%,-15%[10 µM]

# Remaining list, next part.
SMILES,IMPase Li inh,CBFb-RUNX1 inh,Lamin A splicing,KinaseGlo FLuc,HTT aggregate,SMN2 splice enh,HTT cytoprotect
O=C(COC(=O)[C@@H]1CCCN1S(=O)(=O)c1ccccc1F)c1ccccc1,3%,8%,-7%[46 µM],-1%,6%,-9%,-30%[inhibitor]
COC(=O)c1nonc1NCn1nnc2ccccc21,4%[38.3 µM],1%,10%[0.0737 µM],-1%,20%,-14%,-8%[0.074 µM]
Cc1ccc(S(=O)(=O)/N=C2/NC(=O)/C(=C/c3ccccc3)S2)cc1,11%,1%,.,4%,?,-4%,-29%
COC(=O)c1c(NC(=O)CN(c2ccccc2)S(C)(=O)=O)sc2c1CCCC2,5%,-4%,?,-1%,-1%,-19%,13%[10 µM]
O=C(Nc1nnc(CCS(=O)(=O)c2ccc3ccccc3c2)s1)c1ccc([N+](=O)[O-])cc1,-6%,9%,2%,0%,-7%,?,8%[10 µM]
CCOC(=O)c1cnn(-c2nc(CC)nc3sc4c(c23)CCC4)c1N,23%[38.3 µM],-8%,-1%,2%,7%,-6%,-11%
O=C(CNc1ccc(F)cc1)N/N=C1\CCc2ccccc21,4%,-14%,-5%[46 µM],-2%,11%,-6%,-16%
CC(C)C1C(C#N)=C(N)Oc2n[nH]c(C(C)(C)C)c21 (centres undefined),-10%[38.3 µM],5%,-5%,1%,12%,-13%,0%
CCN(CC)S(=O)(=O)c1cccc(N=Nc2c(O)c3ccccc3oc2=O)c1,.,1%,.,.,-23%[9.22 µM],.,2%[10 µM]
Cc1ccc(-c2csc(NC(=O)c3ccc(C)o3)n2)cc1,-7%,6%,?,-4%,?,-4%,.
COc1ccc(-c2csc(NC(=O)CN3C(=O)CCC3=O)n2)c(OC)c1,3%,7%,-11%,7%,5%,17%,-10%[10 µM]
Cc1ccc(C(=O)NNC(=S)NC(=O)c2ccco2)cc1,2%,-17%,?,-3%,.,-29%,.
COC(=O)c1cccc(NC(=O)c2ccc(S(=O)(=O)N3CCN(C)CC3)cc2)c1,-3%[38.3 µM],2%,1%,5%,-1%,2%,-2%
CN(C)/C=N/c1ncc(-c2ncc(C(F)(F)F)cc2Cl)cn1,-13%,-2%,.,-3%,-13%,18%,1%
O=C(NC1CCCCC1)C(c1ccc(F)cc1)N(Cc1ccccc1)C(=O)CN1C(=O)c2ccccc2S1(=O)=O (centres undefined),0%,24%,-6%,-1%,24%,2%,5%[10 µM]
NC(=O)CSc1nnc(-c2ccncc2)n1-c1ccc(Cl)cc1,-6%,3%,2%,4%,-16%,-15%,-6%[10 µM]
O=C(CN1CCc2ccccc21)NC(c1ccccc1)c1ccccc1,11%,-8%,?,0%,-3%,-1%,14%[10 µM]
O=C1c2ccccc2NC(c2ccc3c(c2)OCCO3)N1c1ccc2c(c1)OCCO2 (centres undefined),-4%[38.3 µM],2%,2%,-5%,1%,3.5µM*,-103%[inhibitor]
COc1ccc(OC)c(S(=O)(=O)NCCc2csc(-c3cccnc3)n2)c1,.,4%,.,.,1%[9.22 µM],.,3%[10 µM]
CC1=NN(C(N)=S)C(=O)C1N=Nc1cccc(C)c1 (centres undefined),.,-16%,.,.,-10%[9.22 µM],.,19%[10 µM]
CCOC(=O)c1c(-c2ccccc2)nc2ccc(Cl)cn12,-20%[38.3 µM],2%,1%,2%,-4%,-10%,-29%
O=C(COC(=O)c1ccc(S(=O)(=O)N2CCCC2)cc1)NCc1ccco1,.,-4%,.,.,-1%[9.22 µM],.,-7%[10 µM]
C(=N\Nc1ncnc2sc3c(c12)CCC3)/c1ccncc1,4%[38.3 µM],-5%,?,3%,29%,?,-16%
Cc1ccc2c(COC(=O)c3cnc(C)cn3)cc(=O)oc2c1,7%[38.3 µM],2%,1%,1%,3%,-4%,0%
COc1ccc(/C=N/NC(=O)c2cc(C3CC3)[nH]n2)cc1OC,.,1%,.,.,-14%[9.22 µM],.,12%[10 µM]

# The closing 2 records of the section above are carried over, then new ones follow:
SMILES,IMPase Li inh,CBFb-RUNX1 inh,Lamin A splicing,KinaseGlo FLuc,HTT aggregate,SMN2 splice enh,HTT cytoprotect
Cc1ccc2c(COC(=O)c3cnc(C)cn3)cc(=O)oc2c1,7%[38.3 µM],2%,1%,1%,3%,-4%,0%
COc1ccc(/C=N/NC(=O)c2cc(C3CC3)[nH]n2)cc1OC,.,1%,.,.,-14%[9.22 µM],.,12%[10 µM]
CCC(C)n1c(C)nc2c(c1=O)c1nc3ccccc3nc1n2-c1ccc2c(c1)OCCO2 (centres undefined),-2%[38.3 µM],1%,3%,0%,27%,-11%,-18%[0.074 µM]
COc1cc(CC(=O)NCCc2ccc(OCc3ccccc3)cc2)c([N+](=O)[O-])cc1OC,33%[activator][38.3 µM],4%,7%,-5%,-6%,13%,-17%
Cc1nc2ccc(NC(=O)COc3cccc(F)c3)cc2s1,-3%,13%,.,0%,0%,-10%,17%
Cc1ccc(N2CN(Cc3cccnc3)CNC2=S)cc1,-3%,-5%,-8%,3%,8%,1%,22%[10 µM]
COc1ccccc1CNC(=O)C1CCN(S(=O)(=O)N2CCCCC2)CC1,3%,11%,-11%,4%,-5%,-5%,-10%[0.074 µM]
Cc1noc(NS(=O)(=O)c2ccc(N3CC(O)=C(c4ccccc4)C3=N)cc2)c1C,-14%[38.3 µM],10%,9%,-1%,10%,1%,-10%[10 µM]
Cn1c(=O)c2c(nc(N3CCN(c4ccc([N+](=O)[O-])cc4)CC3)n2C)n(C)c1=O,.,8%,.,.,1%[9.22 µM],.,0%[10 µM]
CN(C)c1nc(N)nc(CSc2nc3c(c(=O)n(C)c(=O)n3C)n2Cc2ccccc2F)n1,-1%,-5%,.,1%,6%,27%,-26%
Nc1nc(SCC(=O)Nc2ccccc2C(F)(F)F)[nH]c(=O)c1-c1ccccc1,3%,7%,-5%[46 µM],-2%,-6%[9.22 µM],-17%,-7%[10 µM]

# Source: PubChem (National Center for Advancing Translational Sciences (NCATS))
